# FBW7 activator – activators of human E3 ligase FBW7; 650,000 tested, 0.13% active; AlphaScreen FBW7–phospho-cyclin E peptide binding, activator screen; Q969H0; normalized activity (activation), % at 26.1 µM; in the data active = normalized activity above about 1.9%;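 note: purified mutant Fbw7 with reduced substrate affinity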
# TEAD-YAP inh – TEAD-YAP interaction inhibition. HEK-TIYL cells, TEAD-Gal4/YAP UAS-luciferase luminescence. inhibition, % at 9.12 µM. 640,000 tested, 1.4% active. AID 1259422; in the data active = inhibition above about 32%;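 note: 0% = median of test compound wells and 100% = reference inhibitor wells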
# MITF primary – inhibitors of human MITF. inhibition, % at 2.6 µM. AlphaScreen MITF homodimerization, bead proximity signal. O75030. 650,000 tested, 0.91% active; in the data active = inhibition above about 50%;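 note: 0% = vehicle wells with protein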
# Target sequence (O75030 whole entry, looked up): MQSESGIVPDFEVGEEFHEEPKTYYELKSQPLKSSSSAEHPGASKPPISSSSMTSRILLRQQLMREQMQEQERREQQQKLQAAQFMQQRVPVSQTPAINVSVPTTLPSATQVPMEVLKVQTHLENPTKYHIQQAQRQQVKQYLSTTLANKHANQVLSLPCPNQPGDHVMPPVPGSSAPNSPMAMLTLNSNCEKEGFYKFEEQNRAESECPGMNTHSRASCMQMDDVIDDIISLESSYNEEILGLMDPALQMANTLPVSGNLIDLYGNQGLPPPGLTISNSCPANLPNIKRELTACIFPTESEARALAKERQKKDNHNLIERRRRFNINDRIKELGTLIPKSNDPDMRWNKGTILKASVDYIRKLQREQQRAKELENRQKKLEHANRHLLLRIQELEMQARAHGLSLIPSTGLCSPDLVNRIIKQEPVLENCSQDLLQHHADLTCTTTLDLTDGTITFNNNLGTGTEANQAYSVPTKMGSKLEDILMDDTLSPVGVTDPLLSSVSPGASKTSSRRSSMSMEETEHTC
# GPR151 ag – activates the human receptor GPR151; AID 1508602; 650,000 tested, 1% active; Q8TDV0; PathHunter beta-arrestin GPR151 cells, luminescence; activation, % at 11.2 µM; in the data active = activation above about 4.9%;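 note: 0% = median of compound wells and 100% = cells with positive control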
# Target sequence (Q8TDV0 whole entry, looked up): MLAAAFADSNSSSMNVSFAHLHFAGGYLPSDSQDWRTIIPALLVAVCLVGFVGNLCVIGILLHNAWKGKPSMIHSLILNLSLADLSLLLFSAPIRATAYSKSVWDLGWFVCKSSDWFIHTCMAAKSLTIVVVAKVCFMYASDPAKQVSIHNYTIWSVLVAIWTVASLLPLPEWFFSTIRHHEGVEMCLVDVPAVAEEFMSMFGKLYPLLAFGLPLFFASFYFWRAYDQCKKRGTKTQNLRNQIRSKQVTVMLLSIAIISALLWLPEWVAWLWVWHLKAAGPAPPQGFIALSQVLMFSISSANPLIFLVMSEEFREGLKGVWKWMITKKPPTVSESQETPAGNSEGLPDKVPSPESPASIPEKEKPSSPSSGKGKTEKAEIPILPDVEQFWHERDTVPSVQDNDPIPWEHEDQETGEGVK
# * marks the source's active call; other numbers are inactive results; / = no result given. Rows are unselected, and some 3.5% of all compounds hit somewhere here.
SMILES,FBW7 activator,TEAD-YAP inh,MITF primary,GPR151 ag
COc1cc(OC)cc(C(=O)Nc2ccc(-c3nc4cc(C)cc(C)c4o3)cc2)c1,0.1,-9,23,0.3
CC(C)C[C@@H]1NC(=O)[C@H]2CN(Cc3ccccc3F)CCN2C1=O,0.1,18,9,-0.3
CCCCCCOc1ccc(NC(=O)c2ccc(C(=O)Nc3ccc(OCCCCCC)cc3)nc2)cc1,-0.2,1,6,-0.3
CC1CCN(C(=S)c2ccccc2O)CC1,0.1,9,18,-0.2
O=C(O)C(Cc1ccc(F)cc1)c1ccccc1 (stereo unspecified),1.3,3,13,-0.7
O=C(C1CCCCC1)N1CCC[C@H]1Cn1nc(-c2cccs2)ccc1=O,0.2,3,7,-0.3
COc1ccccc1/C=C/C=C1\N=C(c2ccc(Cl)c([N+](=O)[O-])c2)OC1=O,0.9,-11,17,0.0
CCN(CC)S(=O)(=O)c1ccc(NN=C2CCN(C)CC2)c([N+](=O)[O-])c1,-0.1,-5,16,-2.3
CCOC(=O)c1c(-c2ccc(OC)cc2)oc2ccc(OC(=O)c3cccs3)cc12,0.2,8,-2,-0.6
Cc1nn(-c2ccccc2)c2sc(C(=O)NC3CCCCC3)cc12,0.2,-1,14,-0.8
O=C1Nc2ccccc2C12Oc1ccccc1C1CC(c3ccco3)=NN12 (stereo unspecified),0.1,4,8,0.2
COc1ccc(CCNC(=O)c2cncc(-c3cccs3)c2)cc1,-0.1,-1,-8,1.5
CCCCCC/C=C\CCCCCCCC(=O)OCC,/,/,-11,-3.3
COc1ccc(CNCc2ccco2)c(OC)c1OC,-0.1,-1,0,4.8
NC(=O)c1c(NC(=S)NC(=O)c2ccc(Cl)cc2Cl)sc2c1CCCCCC2,0.0,1,14,-0.1
O=c1c(N2CCCC2)c(Cl)cnn1Cc1ccccc1,0.1,3,2,-0.3
O=C(c1ccc(-c2nc3ccccc3s2)s1)N1CCCC1,0.1,89*,1,-3.4
CC(C(=O)c1ccc(Cl)cc1)[n+]1cccc(Br)c1 (stereo unspecified),-0.1,3,13,0.0
CC1CCCC(C)N1S(=O)(=O)c1ccc(S(=O)(=O)N2C(C)CCCC2C)cc1 (stereo unspecified),0.0,4,10,-0.8
CCOC(=O)C1=C(C)N(C)C(=S)NC1c1ccccc1[N+](=O)[O-] (stereo unspecified),0.8,-8,5,0.1
Cc1ccccc1S(=O)(=O)Cc1ccc(C(=O)NC2CC2)o1,-0.1,-2,1,-0.8
CCC(=O)N1CCc2cc(S(=O)(=O)NC(CC(C)C)C(=O)NC3CCCC3)ccc21 (stereo unspecified),0.1,-4,0,-0.7
Cc1ccc(NC(=O)CC2SC(=Nc3cccc4ccccc34)N(C)C2=O)cc1C (stereo unspecified),0.0,-5,0,-1.2
CCOC(=O)C1CNc2cc(S(=O)(=O)CC)ccc2O1 (stereo unspecified),0.1,1,3,2.1
C=CCn1c(SCC(N)=O)nnc1-c1cccs1,-0.1,-4,-11,-2.1
Cc1sc2nc(C)n3c(=O)n(CC(=O)N4CCCCC4)nc3c2c1C,0.0,-15,2,-0.2
Cc1ccc(S(=O)(=O)NCCC(=O)NCCN2CCCCCC2)cc1,0.0,2,-7,0.0
CCCCn1c(SCC(=O)NCC2CCCO2)nc2ccsc2c1=O (stereo unspecified),0.0,9,3,-0.2
COc1ccccc1NC(=O)CSc1nnc(C(F)(F)F)o1,0.2,-11,-16,-1.0
COc1ccc(-c2ccc(/C=c3\sc4nc5cc(C)c(C)cc5n4c3=O)o2)c([N+](=O)[O-])c1,0.1,5,4,0.7
Cc1ccc(C)c(C(=O)CSc2n[nH]c(-c3ccncc3)n2)c1,-0.1,2,2,1.3
Cc1ccc(/C(O)=C2/C(=O)C(=O)N(CCCn3ccnc3)C2c2cccnc2)cc1 (stereo unspecified),-0.1,10,4,3.1
NC(=O)CSc1nnc(Cc2cccs2)n1CCc1ccccc1,-0.3,9,4,0.3
COc1ccc(C=Nc2ccc(NC(C)=O)cc2)cc1,0.1,-2,-4,-0.7
CC(=O)Nc1ccc(CN2CCN(Cc3ccc(C)cc3)C(CCO)C2)cc1 (stereo unspecified),0.0,1,-9,-2.1
CN1CCc2c(sc3ncc4c(=O)[nH]c(=O)[nH]c4c23)C1,0.6,8,19,-0.6
C=CCn1c(SCC(=O)c2ccc(OC)cc2)nnc1C(C)NC(=O)c1cccs1 (stereo unspecified),0.0,2,18,-0.3
CCc1nc2ccccc2c2nc(N)nn12,0.2,-2,5,3.2
COc1cccc(OCC(O)CN2CCCCC2C)c1 (stereo unspecified),0.1,6,-6,1.4
COc1ccccc1NCN1C(=O)C(=O)c2cc(Br)ccc21,0.0,2,3,0.5
CCN(CC)c1ccc2cc(C(N)=O)c(=Nc3cc(F)ccc3F)oc2c1,0.0,1,-5,-0.6
Cn1c(SCC(=O)NNC(=O)c2ccncc2)nnc1-c1ccc(O)cc1,-0.1,-6,-4,-0.4
NC1=NC2(CCCCC2)N=C(Nc2ccc(Br)cc2)N1,0.1,20,4,0.4
CCOC(=O)c1ccc(NC(=O)c2sc(N)c(C(=O)OCC)c2C)cc1,-0.1,61*,-4,2.2
CCOc1ccc(/C=N/Nc2ccc(S(=O)(=O)N3CCCC3)cc2[N+](=O)[O-])cc1OC,-0.2,-4,-15,-0.4
CCc1ccc(NC(=S)N(Cc2ccc(C)cc2)Cc2ccco2)cc1,0.0,3,-7,-0.9
CCCCn1c(NC(=O)C2CCCCC2)nc2ccccc21,0.0,15,-18,-1.2
CC(C)OC(=O)c1c(-c2ccccc2)csc1NC(=O)C1C2CCC(C2)C1C(=O)O (stereo unspecified),0.2,-1,0,-0.2
O=C1OC(c2ccc([N+](=O)[O-])cc2Cl)=N/C1=C\c1ccc2c(c1)OCO2,0.0,0,-7,0.6
Cc1c(N=C/C=C/c2cccc([N+](=O)[O-])c2)c(=O)n(-c2ccccc2)n1C,0.0,10,13,0.9
COc1ccc(CCNC(=O)CSCC(=O)NC2CCCc3ccccc32)cc1 (stereo unspecified),-0.1,11,10,-0.5
COc1ccccc1C1NC(=O)NC(C)=C1C(=O)OC1CCCCCCC1 (stereo unspecified),0.0,6,7,-0.1
CCCCNC(=O)C1CCN(Cc2ccc(O)c(OCC)c2)CC1,0.2,-6,9,0.5
CC(C)C[C@H](O)C(=O)N1CCC[C@@H]1C(=O)Nc1ccc2[nH]ncc2c1,0.1,0,8,-1.3
CCNC(=S)Nc1cccc(Cl)c1,0.1,-7,3,-1.0
COCCCNC(=O)Cc1cn(C)c2ccccc12,-0.4,-5,-8,-0.3
COc1ccc(-n2c(C)cn3c4c(=O)n(CC(C)C)c(=O)n(C)c4nc23)c(OC)c1,1.0,3,18,-0.1
CCOC(=O)C1(Cc2ccccc2C)CCCN(C(=O)CCc2cccnc2)C1 (stereo unspecified),0.0,-34,-2,0.4
O=C(CCNS(=O)(=O)c1ccc(Cl)cc1)OCc1csc(-c2ccccc2)n1,0.1,-7,0,0.1
c1ccc(CN2CCC(Nc3ncnc4nc(-c5ccccc5)[nH]c34)CC2)cc1,-0.1,1,1,0.3

# The list continues:
SMILES,FBW7 activator,TEAD-YAP inh,MITF primary,GPR151 ag
COc1ccc(NC(=O)c2ccccn2)cc1,-0.1,51*,-7,-6.2
Cc1nc(N2CCC(C(=O)N3CCCCC3)CC2)nc2cc3c(cc12)CCC3,1.0,-31,0,-1.9
CCN1CCN(CCCN(Cc2ccco2)C(=S)Nc2ccc(Cl)c(C)c2)CC1,-0.4,5,2,1.4
CCOc1ccc(NC(=O)c2cc(S(=O)(=O)N(Cc3ccc(C(=O)OC)cc3)Cc3ccc(OC)c(OC)c3)ccc2F)cc1,0.2,0,23,1.4
COc1ccccc1C(C)NCC(O)c1ccccc1 (stereo unspecified),0.1,1,-11,0.3
CCOC(=O)c1ccc(CN(Cc2ccccc2)S(=O)(=O)c2ccc([N+](=O)[O-])cc2)cc1,0.0,10,5,-0.2
COc1ccc(CCNC(=O)CC(=O)NCCc2ccc(OC)cc2)cc1,0.0,2,0,0.2
COc1cc(OC)c(NC2=NCCCCC2)cc1Cl,0.0,0,-3,-1.1
COC(=O)COc1ccc(S(=O)(=O)Nc2cccc(SC)c2)cc1Cl,-0.1,5,1,-1.7
CCCOC(=O)c1ccc(NC(=O)c2ccc(C(C)(C)C)cc2)cc1,-0.1,-58,11,-0.2
COc1ccc(OCCOc2cccc(C=C3C(=O)N(C)C(=O)N(C)C3=O)c2)cc1,-0.1,-40,9,1.7
CC(C)NC(=O)CCn1c(=O)oc2ccccc21,-0.1,-8,-1,8.1*
CCOC(=O)c1cccc(NC(=O)c2cc3cc4ccc(OC)cc4nc3o2)c1,-0.1,4,13,0.9
COc1cc(NC(=O)c2cccc(-n3cc(NC(=O)N[C@@H](C)c4ccccc4)cn3)c2)ccc1N1CCOCC1,0.0,3,10,5.7*
CCOC(=O)c1c(NC(=O)COC(=O)c2ccc[n+]([O-])c2)sc(C)c1C,-0.1,-6,-5,-0.3
COCCNC(=O)c1cc2c([nH]c1=O)CCCC2,-0.1,-23,-5,-1.2
NS(=O)(=O)c1ccc(NC(=O)COC(=O)C(NC(=O)c2ccccc2)c2ccccc2)cc1 (stereo unspecified),0.4,11,3,-1.8
NC(=O)CSc1nc2ccccc2n1CCOc1ccccc1F,0.4,8,8,1.6
Cc1ccc(N(C(=O)Cc2cccs2)C(C(=O)NCc2ccco2)c2ccncc2)cc1 (stereo unspecified),0.6,-28,14,-0.7
NC(=O)C1CCN(C2=NC(=O)/C(=C/c3cccc(Cl)c3)S2)CC1,0.0,-1,-2,0.0

# Rewritten with each value named: 3 of the compounds above.
COc1ccccc1C(C)NCC(O)c1ccccc1 (stereo unspecified)
  FBW7 activator: 0.1; TEAD-YAP inh: 1; MITF primary: -11; GPR151 ag: 0.3

CCOC(=O)c1ccc(CN(Cc2ccccc2)S(=O)(=O)c2ccc([N+](=O)[O-])cc2)cc1
  FBW7 activator: 0.0; TEAD-YAP inh: 10; MITF primary: 5; GPR151 ag: -0.2

COc1ccc(CCNC(=O)CC(=O)NCCc2ccc(OC)cc2)cc1
  FBW7 activator: 0.0; TEAD-YAP inh: 2; MITF primary: 0; GPR151 ag: 0.2

# Whole records as entered above.
# Record of `Cc1ccccc1S(=O)(=O)Cc1ccc(C(=O)NC2CC2)o1` = FBW7 activator: -0.1; TEAD-YAP inh: -2; MITF primary: 1; GPR151 ag: -0.8
# Record of `Cc1ccc(N(C(=O)Cc2cccs2)C(C(=O)NCc2ccco2)c2ccncc2)cc1` (stereo unspecified) = FBW7 activator: 0.6; TEAD-YAP inh: -28; MITF primary: 14; GPR151 ag: -0.7
# Record of `CCc1nc2ccccc2c2nc(N)nn12` = FBW7 activator: 0.2; TEAD-YAP inh: -2; MITF primary: 5; GPR151 ag: 3.2

# Following part:
SMILES,FBW7 activator,TEAD-YAP inh,MITF primary,GPR151 ag
O=C(NCc1cccs1)c1cccnc1SCc1cccc(Br)c1,-0.2,-6,-18,0.6
COCCCNC(=O)NC1CC(=O)N(c2ccc(C)cc2)C1 (stereo unspecified),-0.2,-3,-9,0.6
Cc1cccc(NC(=O)c2nnn(-c3cccc(C)c3)c2N)c1,-0.1,-59,11,-2.4
CCc1ccccc1N1C(=O)CN(S(C)(=O)=O)CC1(C)C(=O)NC1CCCCCC1 (stereo unspecified),-0.2,-7,-5,-1.4
CCOC(=O)C(CC)Sc1ncnc2c1cnn2-c1ccc(F)cc1 (stereo unspecified),-0.3,-11,-9,0.1
Cc1ccc(S(=O)(=O)C(CC(=O)c2ccc(F)cc2)c2ccco2)cc1 (stereo unspecified),0.9,-15,18,0.6
CCN(CCNC(=O)c1ccc(CNS(=O)(=O)c2ccccc2)cc1)c1ccccc1,-0.3,-18,-9,0.4
N=C1/C(=C/c2cccs2)C(=O)N=C2SC=C(c3ccccc3)N12,-0.1,-3,-14,-1.2
COc1ccc(CNC(=O)c2ccccc2[N+](=O)[O-])cc1,0.0,0,-6,1.6
CC(=O)c1ccc(NC(=S)NC(=O)/C=C/c2ccco2)cc1,0.5,-30,-12,-0.9
O=C(O)Cn1c2ccccc2c2cc(Cl)ccc21,0.2,-2,0,-1.4
CSc1cccc(CN[C@H]2C[C@H]3C(=O)N4CCC[C@H]4C(=O)N3C2)c1,-0.1,-12,-4,0.2
COc1cc(C(=O)NCc2ccc(F)cc2)cc(OC)c1OC,0.3,2,5,1.6
CCc1ccc(NC(=O)c2cc3nc(-c4ccc(Br)cc4)cc(C(F)(F)F)n3n2)cc1,0.4,7,21,-1.5
COc1cccc(C(=O)COc2ccccc2N2C(=O)C3C4CCC(C4)C3C2=O)c1 (stereo unspecified),0.0,4,-8,0.6
CN1CCc2cc(C(CNC(=O)Nc3ccc(F)cc3)N3CCCC3)ccc21 (stereo unspecified),0.5,0,5,-1.5
COc1ccccc1C1CC(C(F)(F)F)n2ncc(C(=O)Nc3cccnc3)c2N1 (stereo unspecified),-0.1,-21,6,-1.3
S=C(Nc1ccc(Oc2ccccc2)cc1)N(Cc1cccs1)C1CCCCC1,-0.2,7,7,1.9
COc1ccc2cc(CN(CC3CCCO3)C(=O)C(F)(F)F)c(=O)[nH]c2c1 (stereo unspecified),0.8,1,8,-0.8
CCOCCC(=O)N(Cc1ccccc1)c1ccccn1,0.0,1,4,0.3
CCOc1ccc(C(=O)Nc2cc(-c3nc4cc(C)ccc4o3)ccc2Cl)cc1Cl,0.2,10,2,-0.2

# Screening data: PubChem BioAssay, The Scripps Research Institute Molecular Screening Center
